# Bioassay records as filed in PubChem.
# TWEAK-Fn14 inh: blocks TWEAK-Fn14 interaction in a reporter cell assay | TWEAK-stimulated Fn14 reporter cells, luciferase luminescence, 8 h | inhibition, % at 10 µM | actives 2% (n = 360,000) | AID 1159606; in the data active means inhibition above about 50%
# COUP-TFII inh: blocks human COUP-TFII nuclear receptor. P24468. HEK293T NGFI-A luciferase reporter, luminescence. inhibition, % at 8.6 µM. actives 0.7% (n = 370,000). AID 686940;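 active means inhibition above a per-plate cutoff, mean inhibition of test wells between control levels plus 3 SD, cut at about 38% in these data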;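 further: cells cotransfected with COUP-TFII expression vector driving the NGFI-A reporter; 0% = median of COUP-TF2 test wells and 100% = reporter-only cells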
# LMP1 NFkB inh: Epstein-Barr LMP1 NF-kappaB reporter inhibition; actives 0.69% (n = 350,000); LMP1-induced NF-kappaB luciferase reporter cells, luminescence; inhibition, % at 12.5 µM; in the data active means inhibition above about 41%;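 further: 0% = neutral control wells and 100% = reference inhibitor control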
# NOD2-RIPK2 inh: NOD2-RIPK2 protein interaction inhibition | actives 0.38% (n = 360,000) | CHO BLA complementation NOD2-RIPK2, CCF4 ratio | inhibition, % at 4.98 µM | O43353; in the data active means inhibition above about 21%;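 further: 0% = vehicle only and 100% = reference blocker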
# NCOA2 inhibitor: human SRC2 (NCOA2) inhibition. Q15596. HEK293 GAL4-SRC2 luciferase reporter, luminescence. inhibition, % at 9 µM. actives 0.17% (n = 370,000). AID 651957;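 active means inhibition above the mean inhibition of all tested compounds plus 3 SD, set per campaign, cut at about 52% in these data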;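 further: 0% = DMSO treated cells and 100% = cells given Gossypol at 36 µM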
# TROY NFkB inh: blocks TROY-dependent signaling in reporter cells; Q293 LMP1-TROYcd NF-kB luciferase reporter, 4 h; inhibition, % at 10 µM; actives 0.98% (n = 360,000);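 active means compounds whose plate-normalised and pattern-corrected inhibition of the luciferase reporter signal at the single screening dose is 50% or more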
# SRC3 inh: inhibits human SRC3 coactivator; Q9Y6Q9; HEK293 GAL4-SRC3 luciferase reporter, luminescence; inhibition, % at 3.6 µM; actives 0.17% (n = 360,000);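 active means inhibition above a per-campaign cutoff, the mean of all compounds plus 3 SD, cut at about 60% in these data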;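 further: 0% = DMSO-treated cells and 100% = gossypol-treated cells at 36 µM; higher means less SRC3-driven luciferase light from the GAL4 reporter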
# C8 TRAIL sens: sensitizes caspase-8 expressing cells to TRAIL; NB7+C8 cells + TRAIL, ATPlite viability luminescence; inhibition (viability loss, TRAIL sensitization), % at 10 µM; actives 1% (n = 360,000); AID 624354;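 active means compounds causing at least 50% loss of cell viability in the single-dose screen, relative to plate controls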
# NR5A2 inv ag: inverse agonists of human LRH-1 (NR5A2) | O00482 | HEK293T StAR-luciferase reporter, LRH-1 transfected, 24 h | inhibition, % at 3.6 µM | actives 0.13% (n = 360,000) | AID 602396;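 active means inhibition above the mean inhibition of all tested compounds plus 3 SD, cut at about 73% in these data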;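 further: 0% = DMSO wells and 100% = reporter-only cells lacking LRH-1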
# TLR9-MyD88 inh: inhibitors of human TLR9-MyD88 binding; CHO BLA complementation TLR9-MyD88, CCF4 FRET ratio; inhibition, % at 4.98 µM; actives 0.21% (n = 340,000); AID 504734;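 active means inhibition above the mean over all tested compounds plus 3 SD, cut at about 21% in these data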;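 further: 0% = DMSO only wells and 100% = clavulanate BLA inhibitor control wells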
# SRC1 inh: inhibits human SRC1 coactivator; Q15788; HEK293 GAL4-SRC1 luciferase reporter, luminescence; inhibition, % at 3.6 µM; actives 0.12% (n = 360,000); AID 588354;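 active means inhibition above the campaign mean plus 3 SD, with each screening campaign given its own cutoff, cut at about 60% in these data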;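 further: 0% = DMSO treated cells and 100% = gossypol at 36 µM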
# Target sequence (Q15788 whole entry, looked up, the tested form may be a part): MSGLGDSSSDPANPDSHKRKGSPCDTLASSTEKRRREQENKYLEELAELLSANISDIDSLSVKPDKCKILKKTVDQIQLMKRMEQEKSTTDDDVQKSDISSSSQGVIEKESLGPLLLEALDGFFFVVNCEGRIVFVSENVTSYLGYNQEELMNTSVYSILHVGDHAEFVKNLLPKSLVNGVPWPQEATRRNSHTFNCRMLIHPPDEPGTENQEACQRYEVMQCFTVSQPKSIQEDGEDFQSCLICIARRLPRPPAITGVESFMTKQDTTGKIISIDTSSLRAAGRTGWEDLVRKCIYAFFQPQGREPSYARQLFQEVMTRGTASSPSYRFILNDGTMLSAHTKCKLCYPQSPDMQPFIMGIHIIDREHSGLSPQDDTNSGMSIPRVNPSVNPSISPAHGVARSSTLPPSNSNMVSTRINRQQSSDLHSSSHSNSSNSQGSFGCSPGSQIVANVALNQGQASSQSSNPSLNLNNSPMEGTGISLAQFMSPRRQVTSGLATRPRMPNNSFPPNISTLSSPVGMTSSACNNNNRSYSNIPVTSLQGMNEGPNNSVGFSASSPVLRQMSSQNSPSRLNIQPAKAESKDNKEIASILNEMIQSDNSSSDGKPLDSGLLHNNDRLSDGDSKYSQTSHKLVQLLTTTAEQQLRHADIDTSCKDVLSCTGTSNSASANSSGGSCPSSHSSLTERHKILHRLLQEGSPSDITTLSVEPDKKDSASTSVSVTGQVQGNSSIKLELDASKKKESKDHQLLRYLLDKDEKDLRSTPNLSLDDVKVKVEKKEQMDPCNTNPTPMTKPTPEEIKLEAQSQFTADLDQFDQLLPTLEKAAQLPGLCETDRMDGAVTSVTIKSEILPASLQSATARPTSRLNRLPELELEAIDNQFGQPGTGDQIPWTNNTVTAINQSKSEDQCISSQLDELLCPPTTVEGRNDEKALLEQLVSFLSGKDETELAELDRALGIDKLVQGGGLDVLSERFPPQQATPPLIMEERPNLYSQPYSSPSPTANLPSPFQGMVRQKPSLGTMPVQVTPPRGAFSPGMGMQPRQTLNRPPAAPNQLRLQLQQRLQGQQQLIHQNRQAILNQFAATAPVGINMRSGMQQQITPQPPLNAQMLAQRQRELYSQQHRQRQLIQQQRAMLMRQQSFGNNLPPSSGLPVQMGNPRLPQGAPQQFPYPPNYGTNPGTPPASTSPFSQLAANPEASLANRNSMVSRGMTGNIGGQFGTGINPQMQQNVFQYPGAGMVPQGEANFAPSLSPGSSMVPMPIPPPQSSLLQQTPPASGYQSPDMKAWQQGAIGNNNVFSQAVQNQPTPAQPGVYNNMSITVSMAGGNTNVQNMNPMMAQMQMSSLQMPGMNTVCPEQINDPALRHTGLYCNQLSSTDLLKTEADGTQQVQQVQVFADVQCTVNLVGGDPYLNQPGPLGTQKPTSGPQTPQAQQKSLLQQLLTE
# An asterisk follows results filed as active; . = no result given. Not all compounds are listed, so the mix of outcomes need not match the whole.
SMILES,TWEAK-Fn14 inh,COUP-TFII inh,LMP1 NFkB inh,NOD2-RIPK2 inh,NCOA2 inhibitor,TROY NFkB inh,SRC3 inh,C8 TRAIL sens,NR5A2 inv ag,TLR9-MyD88 inh,SRC1 inh
CC1CN(C)C(C)(C)CC1(O)c1ccccc1 (stereo not given),9,-14,8,0,-21,12,8,6,8,-5,7
COC(=O)C1=C(c2ccc(F)cc2F)C[C@@H]2CC[C@H]1N2C(=O)N1CCCC1,7,11,1,-4,-10,7,2,-3,-3,-6,6
Cc1cc(C(=O)OCC(=O)Nc2ccccc2F)c(C)n1C1CC1,-20,-30,-10,1,-30,-4,-101,14,-76,-2,-62
FC(F)(F)c1cccc(NC2=NCCS2)c1,-12,0,-4,0,-22,-6,1,-9,29,-11,-1
O=c1[nH]c(=S)n(-c2ccc(Br)cc2)c(O)c1C=Nc1ccc(N2CCOCC2)cc1,48,3,-2,17,21,37,11,10,12,17,1
COC(=O)C12CCc3cc(OC)ccc3C1=CC(=O)C2 (stereo not given),14,5,0,-16,-3,1,-21,-14,-24,1,-10
C[N+](C)(C)Cc1ccccc1,-13,9,3,-10,-11,-8,-6,-10,-9,-2,-14
CCOc1ccccc1CNCCc1ccc2c(c1)OCO2,-5,13,6,-10,-3,15,5,7,16,-14,-13
C[C@]12CC[C@H]3C(CCC4(O)CC(O)CC[C@]34C=O)C1=CC[C@H]2c1ccc(=O)oc1 (stereo not given in full),49,36,2,8,-17,8,44,54*,40,5,26
CCC(c1ccc(C)cc1)N1C(=O)C2C3CCC(O3)C2C1=O (stereo not given),5,-15,0,-2,9,4,19,0,5,-1,-13
CN1CCN2c3ccccc3CC3(C(=O)N(C)C(=O)N(C)C3=O)C2C1 (stereo not given),-16,-2,-6,-17,-4,-18,-1,-4,2,6,-29
CC(C)(Cl)[N+](=O)[O-],4,12,-3,5,-34,-13,8,9,0,5,-14
Cc1ccsc1C(=O)C1CCCN(Cc2cnn(C(C)C)c2)C1 (stereo not given),-7,15,-8,-6,-20,-11,15,-1,11,5,-8
CC(=NCC1CCCO1)c1c(O)n(-c2ccccc2)c(=O)[nH]c1=O (stereo not given),1,5,4,-11,-19,11,8,9,3,1,-1
CCN1CCN(C(c2cccs2)C(C)NC(=O)Oc2ccccc2)CC1 (stereo not given),5,-20,-7,-12,11,7,-8,-6,-28,4,0
O=C(Cn1nc(-c2ccc(Cl)cc2)ccc1=O)N1CCC2(CC1)OCCO2,-3,-3,-1,5,-17,-6,-18,-11,1,-1,-6
CCCC(C)n1[nH]c(=O)c2c1NC(=O)CSC2c1ccc(OC)cc1 (stereo not given),-13,19,-3,9,-16,14,3,-2,17,-8,-22
C/C(=N\N=C(N)N)c1ccccc1,-1,15,0,3,26,-6,10,1,15,-9,-19
c1ccc(CN2CCc3nc4ccccc4cc3C2)cc1,6,-32,-28,2,-52,-16,-45,16,-49,-1,-59
CS(=O)(=O)NCc1nnc2n1-c1ccc(Cl)cc1C(c1ccccc1)=NC2,11,9,-4,1,-1,-21,13,3,11,-1,-21
CN(C)c1ccc(C=C(C#N)C#N)cc1,-5,0,-2,-6,-5,8,3,-2,1,-1,-7
COc1ccc(N=Cc2c(O)n(C)c(=O)n(C)c2=O)cc1,-22,-24,-8,-11,-19,-28,8,8,-13,10,0
Cc1c(C=O)c2ccccc2n1Cc1cccc(F)c1,4,6,6,2,8,-1,0,6,-4,-15,-8
COC(=O)CNC(=O)c1cn(CCC#N)nc1-c1ccc(F)cc1,-2,11,4,-2,-11,7,8,-5,6,6,2
CC(C)c1ccc(-n2c(O)c(/C=N/NC(=O)c3ccccc3O)c(=O)[nH]c2=S)cc1,17,-28,-6,-9,15,0,-19,6,-22,-4,-40
COC(=O)C1=C(c2ccc(F)cc2OCc2ccccc2)C[C@@H]2CC[C@H]1N2C(=O)NCCOc1ccccc1Cl,4,1,16,-3,4,0,6,7,11,3,20
N#CC(C#N)=C(C#N)c1ccc(Nc2ccccc2)cc1,33,3,-8,7,-12,-30,-10,7,-14,-3,-10
O=C(Nc1ccc(Cl)cc1C(=O)c1ccccc1Cl)c1ccco1,5,-13,-16,-2,2,7,11,11,9,-1,5
C/C=C1/CN2C3CC1C(CO)(C(=O)OC)C2Cc1c3n(C)c2ccccc12 (stereo not given),-11,2,-1,1,-24,12,26,0,14,4,-2
Cc1nc2ccccc2c(=O)n1-c1ccc(Br)cn1,9,-38,-11,-1,-22,22,-33,-7,-104,.,-105
CCOC(=O)[C@]12Cc3cc(Cl)ccc3[C@H]1N(C)C(=O)c1cc(OC)ccc12,6,14,.,1,-3,27,.,17,9,.,.
O=C1NC(=O)N(Cc2ccco2)C(=O)/C1=C/c1ccc(-c2cccc([N+](=O)[O-])c2)o1,12,.,12,6,.,-5,6,-11,1,6,-14
Cc1cccc(-c2nc3ccccc3c(=O)n2-n2cccc2)c1,-7,5,7,0,-17,0,10,10,7,6,6
Cc1ccc(-c2nc3ccc(C)cn3c2CC(=O)N(C)C)cc1,-11,-9,12,-3,-1,1,-7,4,10,4,-14
O=C1NC(=O)C(CCOc2ccccc2)(CCc2ccccc2)C(=O)N1,-22,11,9,-1,-3,9,-16,-8,-3,-7,-6
COc1c(C=C2C(=O)NC(=O)NC2=O)c(CCN(C)C(=O)c2ccccc2)cc2c1OCO2,-16,18,-4,-3,-6,-14,11,5,-22,-9,0
Cc1cc(Br)cn2c(CC(=O)N3CCCCC3)c(-c3ccc(F)cc3)nc12,-8,9,.,-4,1,5,.,-3,24,.,.
Cc1ccc(NC(=O)CSc2nnc([C@@H](N)Cc3c[nH]c4ccccc34)o2)c(C)c1,-4,11,3,-9,2,-65,8,-8,23,-10,5
O=C1Nc2ccccc2/C1=C/c1cnc[nH]1,8,-27,-1,5,8,2,11,-8,46,-4,1
CC[C@H]1CC2CN3CCc4c([nH]c5ccccc45)C(C(=O)OC)(C2)C13 (stereo not given in full),7,.,.,-14,.,-1,22,9,10,.,6
CCOC(=O)[C@]12Cc3cc(C)ccc3[C@H]1N(Cc1ccccc1)C(=O)c1cc(OC)ccc12,16,6,.,-3,18,17,.,22,2,.,.
CCOC(=O)c1c(C)n(CC(O)CN2CCOCC2)c2cc(Br)c(OC)cc12 (stereo not given),19,-2,-6,-10,4,6,21,-5,45,4,8
CC(=NCCc1ccccc1)c1c(O)[nH]c(=O)[nH]c1=O,-8,9,-4,-10,-25,10,18,-10,-14,-4,6
CC(C)(C)c1ccc(S(=O)(=O)N2CC3CC(C2)c2cccc(=O)n2C3)cc1 (stereo not given),3,2,0,-4,-21,8,15,2,21,-4,12
CCC(NC(=O)OC(C)(C)C)C(=O)Oc1cc(C)cc2oc(=O)c3c(c12)CCC3 (stereo not given),12,-7,7,-6,4,24,10,10,8,12,6

# Exported with values under each structure: 4 of the compounds above.
# Second line of a record – TWEAK-Fn14 inh	COUP-TFII inh	LMP1 NFkB inh	NOD2-RIPK2 inh	NCOA2 inhibitor	TROY NFkB inh	SRC3 inh	C8 TRAIL sens	NR5A2 inv ag	TLR9-MyD88 inh	SRC1 inh
- Cc1ccc(NC(=O)CSc2nnc([C@@H](N)Cc3c[nH]c4ccccc34)o2)c(C)c1
    -4	11	3	-9	2	-65	8	-8	23	-10	5
- CC(=NCCc1ccccc1)c1c(O)[nH]c(=O)[nH]c1=O
    -8	9	-4	-10	-25	10	18	-10	-14	-4	6
- O=C1NC(=O)C(CCOc2ccccc2)(CCc2ccccc2)C(=O)N1
    -22	11	9	-1	-3	9	-16	-8	-3	-7	-6
- CCOC(=O)c1c(C)n(CC(O)CN2CCOCC2)c2cc(Br)c(OC)cc12 (stereo not given)
    19	-2	-6	-10	4	6	21	-5	45	4	8

# Going on with the list.
SMILES,TWEAK-Fn14 inh,COUP-TFII inh,LMP1 NFkB inh,NOD2-RIPK2 inh,NCOA2 inhibitor,TROY NFkB inh,SRC3 inh,C8 TRAIL sens,NR5A2 inv ag,TLR9-MyD88 inh,SRC1 inh
N#Cc1ccc(NC(=O)CN2CCCC2)cc1Cl,-29,11,-11,-5,-8,2,-3,-3,-8,5,-13
Cc1ccc(C)c(OCC(=O)N2CCCN(C)CC2)c1,-1,-3,-5,-3,7,-22,13,1,-7,10,14
CC(O)(CS(=O)(=O)c1cccc(C(F)(F)F)c1)C(=O)Nc1ccc(C(F)(F)F)cc1 (stereo not given),13,17,1,0,22,11,24,5,15,-8,10
CCCn1c(C)c(C(=O)c2cccc3ccccc23)c2ccccc21,-42,-26,-14,-19,-36,-54,-3,14,-18,0,-12
OC(c1ccccc1)(c1ccccc1)c1ccncc1,9,5,7,2,-10,2,6,-2,11,3,6
Cc1cccc(-n2c(-c3ccco3)nc3ccccc3c2=O)c1C,10,7,0,-4,-9,15,15,0,-5,3,16
CN1CCN(Cc2nnc3n2-c2ccc(Cl)cc2C(c2ccccc2)=NC3)CC1,8,4,-1,-7,-4,-3,-16,6,-14,-3,-3
CC(=O)OC1CC(OC2C(O)CC(OC3C(O)CC(OC4CCC5(C)C(CCC6C5CCC5(C)C(C7=CC(=O)OC7)CCC65O)C4)OC3C)OC2C)OC(C)C1OC1OC(CO)C(O)C(O)C1O (stereo not given),80*,77*,76*,-17,60*,43,89*,66*,99*,-1,92*

# Complete entries, quoted from the list. Order of screens: TWEAK-Fn14 inh, COUP-TFII inh, LMP1 NFkB inh, NOD2-RIPK2 inh, NCOA2 inhibitor, TROY NFkB inh, SRC3 inh, C8 TRAIL sens, NR5A2 inv ag, TLR9-MyD88 inh, SRC1 inh
# `OC(c1ccccc1)(c1ccccc1)c1ccncc1` is listed with 9, 5, 7, 2, -10, 2, 6, -2, 11, 3, 6
# `Cc1ccc(C)c(OCC(=O)N2CCCN(C)CC2)c1` is listed with -1, -3, -5, -3, 7, -22, 13, 1, -7, 10, 14
# `CCCn1c(C)c(C(=O)c2cccc3ccccc23)c2ccccc21` is listed with -42, -26, -14, -19, -36, -54, -3, 14, -18, 0, -12
# `CC(O)(CS(=O)(=O)c1cccc(C(F)(F)F)c1)C(=O)Nc1ccc(C(F)(F)F)cc1` (stereo not given) is listed with 13, 17, 1, 0, 22, 11, 24, 5, 15, -8, 10
# `N#Cc1ccc(NC(=O)CN2CCCC2)cc1Cl` is listed with -29, 11, -11, -5, -8, 2, -3, -3, -8, 5, -13
